Screening results from PubChem BioAssay.
GPR55 beta-arrestin – selective activators of receptor GPR55 – imaging, U2OS cells, beta-arrestin-GFP redistribution, primary screen (AID 1961) | U2OS GPR55 beta-arrestin-GFP redistribution imaging; higher % means a stronger effect | activation, % at 10 µM, or EC50 in µM where a hit was titrated | 0.048% of 290,000 active;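 active = activation above 40% with more than 50 cells counted in the well; inconclusive = wells holding fewer than 50 cells, flagged as toxic or sparse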;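 note: U2OS osteosarcoma cells stably expressing GPR55 and beta-arrestin-GFP; plate controls were DMSO negative control for no effect and LPI positive control for full effect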
T cell modulator – modulates CD8 T cell binding to vesicles. 2C CD8+ T cell-vesicle binding, flow cytometry; hits give low values. calls only at 7 µM. 0.068% of 330,000 active. AID 2052;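 active = response, share of CD8 T cells binding vesicles, and their 90th percentile fluorescence all below set limits, cut at about 80% in these data, passing the limit was not always enough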
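Also added: QL9-peptide-loaded Drosophila micro-vesicles bearing Ld, ICAM-1 and B7-1; Test system: purified 2C TCR transgenic mouse naive CD8+ T cells; Measured by: cytometric PE anti-B7-1 and Alexa647 anti-CD8 signals after 1% paraformaldehyde fixation; Timing: binding step 1.5 h, 37 °C, antibody labelling 20 min, ice.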
GPR55 antagonists – inhibition of LPI-stimulated GPR55 beta-arrestin translocation – imaging, U2OS, beta-arrestin-GFP, LPI agonist, primary screen (AID 2013); U2OS GPR55 beta-arrestin-GFP translocation imaging, LPI antagonism; higher % means a stronger effect; one-dose inhibition, % at 10 µM; IC50 in µM for titrated hits; 0.13% of 290,000 active;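 active = spots per cell inhibited over 60%, with over 100 cells counted and total cytoplasm intensity under 500,000; inconclusive = wells with under 100 cells, flagged as likely toxic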;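 note: U2OS cells stably carrying GPR55 and arrestin-GFP stimulated by 5 µM LPI near EC80; imaged beta-arrestin-GFP aggregate spots per cell after agonist stimulation; plate controls were LPI-stimulated DMSO wells for no effect and DMSO wells without LPI for full effect; some results filed as inactive read as strong as hits; confirmed hits need IC50 under 10 µM and bright autofluorescent wells are also inconclusive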
Hep lipid drop – hepatic lipid droplet formation modulation; 0.4% of 240,000 active; AML12 mouse hepatocytes, oleate lipid droplets, BODIPY imaging; AID 1656; inhibition, % at 6.5 µM;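 active = lipid droplet intensity inhibited by at least 50%, with more than 500 cells counted; inconclusive = wells with under 300 cells, treated as cytotoxic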
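Material – mouse AML12 hepatocyte cell line, fixed after treatment · Compound dosing – one dose, 6.5 µM compound · Times – compound with oleate, overnight · Measured by – Image-based BODIPY and DAPI two-channel analysis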
GPR35 arrestin U2OS – GPR35 antagonists blocking zaprinast-driven arrestin recruitment, primary screen, imaging, U2OS, beta-arrestin-GFP, zaprinast agonist (AID 2058). 0.052% of 290,000 active. U2OS GPR35 beta-arrestin-GFP translocation imaging, zaprinast antagonism; higher % means a stronger effect. one-dose inhibition, % at 10 µM; IC50 in µM for titrated hits;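 active = inhibition of at least 50% with at least 30 cells and total cytoplasm GFP at most 10,000,000; inconclusive = under 30 cells or total GFP of 10,000,000 plus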
LYP inhibition – inhibitors of LYP phosphatase, biochemical, fluorescence intensity, uHTS (AID 1779); recombinant LYP phosphatase, fluorescence intensity; higher % means a stronger effect; one-dose inhibition, % at 11.5 µM; IC50 in µM for titrated hits; 0.054% of 290,000 active; in the data active = inhibition above about 50%;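 note: plate controls were vehicle with enzyme for no effect and no enzyme for full effect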
MgcRacGAP inhibition – MgcRacGAP GTPase-activating activity inhibitors, confirmation, biochemical, ADP Hunter fluorescence | MgcRacGAP-stimulated Rac1 GTP hydrolysis, ADP Hunter fluorescence; higher % means a stronger effect; GST-tagged Rac1 F28L mutant substrate | inhibition, % at 30 µM; hits with a dose series show IC50 in µM | 0.6% of 340,000 active;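 active = first-screen hits whose inhibition reached a set limit at any dose in the follow-up dose series; inconclusive = inhibition above the set first-screen limit but never retested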;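 note: fluorescence reports GDP produced by GAP-driven GTP hydrolysis; strong numbers were not always called active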
NTR1 agonist – NTR1-driven beta-arrestin-GFP spot formation – imaging, U2OS cells, high content, primary screen (AID 493036); P30989; agonist mode; activation, % at 20 µM; 0.17% of 330,000 active;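 active = activation at or above 40% of the spot to cytoplasm intensity ratio, with at least 20 cells analyzed; inconclusive = wells under 20 cells, flagged as cytotoxic or low count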;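 note: 0% = DMSO without peptide and 100% = 100 nM NTR1 peptide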
Target sequence (P30989 whole entry, looked up): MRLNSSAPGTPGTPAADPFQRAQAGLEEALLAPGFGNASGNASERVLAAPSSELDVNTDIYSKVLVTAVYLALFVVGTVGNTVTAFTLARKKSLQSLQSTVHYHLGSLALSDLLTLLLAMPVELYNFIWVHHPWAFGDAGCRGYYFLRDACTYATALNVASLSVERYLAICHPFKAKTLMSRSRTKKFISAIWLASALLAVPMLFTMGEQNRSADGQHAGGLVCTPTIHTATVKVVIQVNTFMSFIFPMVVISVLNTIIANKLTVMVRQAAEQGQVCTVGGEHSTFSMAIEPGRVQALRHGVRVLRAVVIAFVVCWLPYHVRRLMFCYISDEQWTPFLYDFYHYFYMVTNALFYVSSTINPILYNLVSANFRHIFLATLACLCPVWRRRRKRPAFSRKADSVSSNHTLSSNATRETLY
Large T inhibition – SV40 large T antigen inhibitors, biochemical (AID 1903). SV40 large T antigen ATPase/helicase inhibition assay; higher % means a stronger effect. 0.39% of 310,000 active. one-dose inhibition, % at 20 µM; IC50 in µM for titrated hits; in the data active = a potency from the dose series; inconclusive = inhibition mostly from about 32% at the one dose, without a potency; inactive = the rest, 99 in 100 with inhibition below about 32%; note: strong numbers were not always called active
Hep lipid drop cells 6.5 µM – further read-out of Hep lipid drop, marked with its call; cell count; measured here: cell count, cytotoxicity flag;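 cells counted across two imaged fields per well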
T cell modulator vesicle-bound % – recorded beside T cell modulator, whose call it bears; double positive events, %; measured here: CD8+ vesicle-bound cell fraction;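 binding gate set so that unloaded-vesicle control wells show 10% double positive cells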
NTR1 agonist cell count 20 µM – further read-out of NTR1 agonist, marked with its call; cell count; measured here: cell count, cytotoxicity flag
* marks the source's active call; other numbers are inactive results; i = inactive; ? = inconclusive; nt = no result given.

SMILES	GPR55 beta-arrestin	T cell modulator	T cell modulator vesicle-bound %	GPR55 antagonists	Hep lipid drop	Hep lipid drop cells 6.5 µM	GPR35 arrestin U2OS	LYP inhibition	MgcRacGAP inhibition	NTR1 agonist	NTR1 agonist cell count 20 µM	Large T inhibition
Cc1ccccc1-n1sc2cc(F)ccc2c1=O	0.6%	i	0	7%	-22	690	8%	-1%	?	2.4	54	13µM*
Cc1cc(NC(=O)CSc2nnc(-c3ccoc3C)n2N)no1	-0.2%	i	55	12%	nt	nt	1%	1%	4%	-1.1	78	-3%
O=[N+]([O-])c1ccccc1N/N=C/c1cccc(O)c1O	-1.9%	i	20	9%	3	725	7%	-3%	6%	1.7	57	14%
CCCCN(C(=O)CCC(=O)O)C1CC(=O)N(c2ccc(OCCC)cc2)C1=O (stereo not given)	0.5%	i	31	7%	11	719	-6%	-6%	10%	-2.0	45	-2%
CN(CCO)c1ccc(C(C(=O)c2ccccc2)c2ccc(N(C)CCO)cc2)cc1	nt	i	54	nt	nt	nt	nt	nt	7%	8.7	92	18%
CCOC(=O)c1c(NC(C)=O)sc2c(OCC(O)CN(CC)CC)c(Br)ccc12 (stereo not given)	-0.3%	i	38	32%	6	677	11%	0%	22%	53*	77*	4%
CCN(CCNC(=O)C1CCCN(S(=O)(=O)CC)C1)c1ccccc1 (stereo not given)	0.2%	i	8	7%	nt	nt	-5%	-8%	10%	0.5	35	5%
COc1ccc(O)c(/C=N/NC(=O)CCC(=O)Nc2ccc(C)cc2)c1	0.0%	i	32	0%	-8	739	12%	-5%	5%	0.9	68	24%
O=C(OCc1cc([N+](=O)[O-])cc2c1OCOC2)c1ccc2ccccc2n1	0.1%	i	45	10%	-2	659	-4%	-3%	-5%	2.1	60	4%
COc1ccccc1NC(=O)CN1C(=O)NC(C)(C)C1=O	-0.2%	i	15	11%	15	718	6%	-4%	-10%	-1.2	60	-1%
CC(=O)Nc1ccc(C(=O)OCc2ccc(Cl)c(Cl)c2)cc1	0.0%	i	33	12%	11	558	8%	-3%	-3%	-2.2	43	4%
Cc1ccc(-c2cc(C(=O)NN)n[nH]2)o1	-0.1%	i	14	2%	-2	697	-1%	-4%	nt	4.4	58	12%
CCc1ccc(CCC(=O)Nc2ccc(OC)cc2)o1	0.0%	i	21	-12%	2	773	8%	-1%	4%	-1.9	58	0%
COc1ccc(NC(=O)COC(=O)C2CCC2)cc1Cl	0.0%	i	0	7%	0	863	-5%	-6%	5%	1.0	77	12%
Cc1cccc(N(CC(=O)NC2CCCCC2)C(=O)CCCC(=O)Nc2ccccn2)c1	-0.3%	i	36	2%	-2	728	2%	-2%	10%	-0.5	41	7%
CC12CCC(C(=O)N(CCC#N)CCC#N)(CC1=O)C2(C)C (stereo not given)	-0.1%	nt	nt	0%	12	746	6%	0%	5%	-2.4	78	-2%
COC(=O)c1ccc(CSc2ncnc3c2nnn3-c2ccc(OC)cc2)o1	-0.1%	i	19	-18%	-16	594	6%	2%	7%	8.0	61	-1%
Cn1c(CCN2CCCCC2)nc2cc(NC(=O)COc3ccc([N+](=O)[O-])cc3)ccc21	0.2%	i	0	22%	-4	744	20%	-7%	12%	-2.2	59	12%
O=C(CSc1ccc(-c2cccnc2)nn1)Nc1ccc(F)cc1	-0.2%	i	61	7%	-1	890	10%	-7%	-2%	-0.2	77	4%
O=C(OC1CCOC1=O)c1ccc2ncsc2c1 (stereo not given)	-0.1%	i	30	-5%	0	735	-12%	-2%	7%	-1.1	39	3%
O=C(c1ccc(Cl)c(S(=O)(=O)Nc2ccccc2C(=O)N2CCc3ccccc3C2)c1)N1CCc2ccccc2C1	-0.2%	i	14	6%	16	654	-6%	-4%	3%	0.9	61	9%
COc1ccccc1S(=O)(=O)CC(O)COc1ccc(C#N)cc1 (stereo not given)	0.5%	i	4	-10%	9	691	9%	2%	-2%	1.3	39	9%
O=C(CCC1CCCCC1)Nc1ccccc1-c1ccccc1	-0.1%	i	52	2%	nt	nt	15%	-2%	0%	2.2	87	4%
CCOc1ccc(-c2nnc3ccc(SCC(=O)N4CCCCC4)nn23)cc1	-0.1%	i	22	5%	-4	668	7%	-1%	9%	0.4	102	nt
CCNc1nc2cccnc2s1	-0.2%	i	24	-1%	13	780	14%	-4%	5%	-0.3	59	9%
Cc1nc2ccccc2c(=O)n1NC(=O)c1ccc(C(C)(C)C)cc1	0.5%	i	25	13%	-7	788	-11%	-7%	7%	-0.1	73	11%
CCNc1nc(NCC)n2c(SCC(=O)Nc3cccc(F)c3)nnc2n1	nt	i	54	nt	nt	nt	nt	nt	6%	-0.9	63	?
COC(=O)[C@H](CCSC)NC(=O)Nc1cccc(Br)c1	0.3%	i	6	-4%	-1	734	2%	-4%	5%	-1.0	41	6%
C/C(=N\NC(=O)c1ccoc1C)c1cccc2ccccc12	0.2%	i	21	3%	-5	814	-2%	-4%	-3%	nt	nt	8%
COCCCN1C(=O)c2ccc(C(=O)Nc3ccccc3OC)cc2C1=O	0.1%	i	48	-3%	21	793	2%	-3%	3%	-1.0	80	9%
Cc1ccc(NC(=O)CCCc2ccccc2)nc1	-0.1%	i	38	8%	-7	689	3%	-1%	2%	-0.4	66	6%
CCN(CC(=O)NCc1ccc(F)cc1)C(=O)c1ccc(C)o1	-0.2%	i	12	11%	-3	761	3%	-9%	5%	-0.1	47	5%
CN1C(=O)/C(=C/c2cc(N=Nc3ccccc3)ccc2O)SC1=S	-0.2%	i	66	15%	nt	nt	1%	11%	6%	6.4	49	20%
CC(C)N(CCNC(=O)COc1ccc2oc3c(c2c1)CCCC3)C(C)C	-0.2%	i	64	36%	0	668	-8%	-8%	11%	2.3	54	11%
COc1ccccc1C(=O)N/N=C(\C)CC(=O)Nc1ccc2c(c1)OCCO2	0.4%	i	29	-4%	5	829	-2%	-11%	-15%	2.3	53	10%
Cc1c(Cl)c(-c2n[nH]c(=S)n2Cc2ccco2)nn1C	-0.1%	i	41	-3%	-4	779	-2%	-7%	16%	3.9	54	28%
O=C(CSc1ncn(-c2ccccc2)n1)Nc1ccc2c(c1)OCO2	-0.2%	i	44	-6%	nt	nt	-22%	-8%	6%	-1.4	87	19%
CSc1nc(-c2ccccc2)nn1S(=O)(=O)c1ccccc1	-0.2%	i	38	6%	-2	758	3%	-3%	8%	0.0	46	8%
CCCN(CC1CCCO1)C(=O)c1cc(COc2cccc(OC)c2)on1 (stereo not given)	-0.1%	i	64	15%	-1	838	-8%	-5%	8%	-0.2	49	9%
CN(C)/C=C/C(=O)c1ccc(-n2cccc2)cc1	0.5%	i	17	-1%	16	732	-2%	4%	8%	-0.2	36	16%
CCOC(=O)N1CCN(C(=O)CSCc2ccc(C)cc2)CC1	-0.1%	i	12	20%	nt	nt	5%	-8%	3%	0.0	38	-1%
C=C1CCC(C)C(C)(CCC2=CCOC2=O)C/C=C\C=C/1C(=O)O (stereo not given)	0.0%	i	19	-8%	0	623	-6%	-6%	2%	7.1	93	7%
CN(C)CCCNc1cc(-c2ccccc2)nc2cc(-c3cccc(F)c3)nn12	-0.1%	i	60	1%	5	771	-6%	-1%	17%	-0.1	68	22%
Cc1c(C(=O)Nc2cccc(F)c2)cnn1-c1ccccc1	-0.1%	i	42	-16%	nt	nt	-2%	2%	6%	9.7	4	-6%
CC(C)c1ccc(NC(=O)Cc2ccc(NC3=NC4CS(=O)(=O)CC4S3)cc2)cc1 (stereo not given)	-0.1%	i	27	7%	-6	690	-6%	-8%	9%	-0.9	52	7%
CCCCNC(=O)c1cccc(NC(=O)C(=O)c2ccccc2NC(C)=O)c1	0.2%	i	56	5%	4	592	7%	-1%	6%	0.1	58	0%
Cc1cc(OCC(=O)c2ccc(Br)cc2)ccc1N1C(=O)CCC1=O	-0.1%	i	30	17%	14	884	6%	-8%	2%	-0.4	86	3%
O=C(CNC(=O)c1ccc(-c2ccccc2)cc1)OCc1ccc(Cl)cc1	-0.2%	i	47	-4%	-2	716	6%	0%	5%	2.8	79	7%
Cc1cc(Br)cnc1NC(=S)Nc1ccc(F)cc1F	0.3%	i	23	14%	12	730	22%	-2%	4%	0.7	56	4%
CC(Oc1ccccc1)C(=O)Nc1ccccc1O (stereo not given)	-0.1%	i	41	-1%	3	772	-11%	-4%	7%	2.2	84	1%
Next section
SMILES	GPR55 beta-arrestin	T cell modulator	T cell modulator vesicle-bound %	GPR55 antagonists	Hep lipid drop	Hep lipid drop cells 6.5 µM	GPR35 arrestin U2OS	LYP inhibition	MgcRacGAP inhibition	NTR1 agonist	NTR1 agonist cell count 20 µM	Large T inhibition
O=C(Nc1ccc2c(c1)OCO2)C1CCCN1C(=O)NCc1ccccc1 (stereo not given)	0.8%	i	29	5%	nt	nt	13%	-9%	9%	0.0	80	9%
O=C(N/N=C/c1ccc2cccnc2c1)c1nc2ccccc2c(=O)[nH]1	-0.2%	i	24	0%	-10	689	0%	-4%	10%	0.5	46	14%
N#CCCN(Cc1cccnc1)S(=O)(=O)c1ccc(S(=O)(=O)N2CCCCCC2)cc1	-0.3%	i	47	3%	nt	nt	3%	-2%	10%	0.4	51	8%
O=C(CC(NCCN1CCOCC1)C(=O)O)Nc1cccc(Cl)c1 (stereo not given)	nt	i	22	nt	nt	nt	nt	nt	-4%	-3.1	50	23%
COc1cc(OC)c(OC)cc1/C=N/NC(=S)NCCN1CCOCC1	-0.5%	i	21	?	0	711	-6%	-7%	-5%	0.1	47	2%
CCOc1ccc(NC(=O)CN(C)C(=O)Cc2c(C)nc3ccccc3c2C)cc1OCC	0.3%	i	61	1%	-2	684	-18%	-2%	9%	-0.3	56	25%
CCN(CC)C(CNC(=O)c1cc(=O)[nH]c2ccccc12)c1ccccc1Cl (stereo not given)	-0.2%	i	50	-4%	-12	829	-10%	-2%	5%	1.9	57	6%
